Screening data from PubChem.
S1P3 antagonist: blocks the human S1P3 receptor. Q99500. AID 485. hit rate 0.27% among 170,000. inhibition, % at 4.98 µM. CHO S1P3 NFAT-BLA reporter, FRET fluorescence, antagonist mode;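 active = inhibition above the plate cutoff, the mean inhibition of test wells on that plate plus 3 SD, cut at about 28% in these data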;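 note: cells challenged with S1P at its EC80 of 0.8 µM; blue over green emission ratio from cleaved BLA substrate after 4 h stimulation; 0% = S1P-stimulated wells and 100% = unstimulated DMSO-only wells; some compounds past the cut are filed as inactive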
Target sequence (Q99500 whole entry, looked up): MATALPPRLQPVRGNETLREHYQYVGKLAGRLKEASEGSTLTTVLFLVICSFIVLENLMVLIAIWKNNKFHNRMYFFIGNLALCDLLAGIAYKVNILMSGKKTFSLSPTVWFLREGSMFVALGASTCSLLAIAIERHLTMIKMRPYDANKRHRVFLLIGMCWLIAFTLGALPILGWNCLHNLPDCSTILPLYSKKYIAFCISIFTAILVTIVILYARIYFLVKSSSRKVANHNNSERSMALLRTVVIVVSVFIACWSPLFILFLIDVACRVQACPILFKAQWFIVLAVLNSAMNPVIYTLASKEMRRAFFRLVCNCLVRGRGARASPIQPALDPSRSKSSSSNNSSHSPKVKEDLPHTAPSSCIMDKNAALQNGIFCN
PPARg SRC-1 ag: agonists of human PPARgamma SRC-1 coactivator recruitment. P37231. PPARgamma-SRC-1 coactivator recruitment biochemical assay. activation, % at 8 µM. hit rate 0.41% among 200,000; in the data active = activation above about 19%;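 note: 0% = DMSO and 100% = reference agonist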
Target sequence (P37231 whole entry, looked up): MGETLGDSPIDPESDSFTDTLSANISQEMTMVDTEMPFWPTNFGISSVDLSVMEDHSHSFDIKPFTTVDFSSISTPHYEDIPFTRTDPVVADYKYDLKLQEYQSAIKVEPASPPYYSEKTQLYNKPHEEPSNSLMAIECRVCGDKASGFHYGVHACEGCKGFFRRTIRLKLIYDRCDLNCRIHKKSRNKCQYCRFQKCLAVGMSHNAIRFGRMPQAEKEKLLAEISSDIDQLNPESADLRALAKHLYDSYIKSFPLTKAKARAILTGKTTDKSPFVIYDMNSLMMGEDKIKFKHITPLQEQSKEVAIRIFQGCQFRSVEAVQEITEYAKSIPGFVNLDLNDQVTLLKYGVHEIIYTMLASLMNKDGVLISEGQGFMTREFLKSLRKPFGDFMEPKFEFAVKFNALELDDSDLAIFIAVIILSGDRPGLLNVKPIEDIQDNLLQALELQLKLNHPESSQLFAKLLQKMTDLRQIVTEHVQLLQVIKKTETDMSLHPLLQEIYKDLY
Lmaj promast: inhibitors of Leishmania major promastigote growth; inhibition, % at 10 µM; Leishmania major promastigotes, resazurin fluorescence viability; hit rate 9% among 200,000; in the data active = inhibition above about 50%;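 note: promastigotes grown with compound for 44 hours at 28 °C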
PPARg SRC2 recr: PPARgamma-driven SRC-2 recruitment agonism | AID 1032 | hit rate 0.34% among 200,000 | activation, % at 8 µM | PPARgamma LBD-SRC-2 recruitment, biochemical; in the data active = activation above about 22%;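 note: 0% = vehicle and 100% = reference agonist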
Efa HMGR inh: E. faecalis class II HMG-CoA reductase inhibition; purified E. faecalis HMGR, NADPH absorbance 340 nm kinetic; inhibition, % at 10 µM; hit rate 0.41% among 190,000;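 active = inhibition above a set limit, the median over all tested compounds plus 3 SD, cut at about 9.5% in these data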;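 note: enzyme runs in reverse so mevalonate oxidation gives rising NADPH absorbance; 0% = complete reaction with DMSO and 100% = background rate lacking mevalonate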
bIAP inh: blocks bovine intestinal alkaline phosphatase activity; 190,000 tested, under 10 active; inhibition, % at 20 µM; AID 1019; purified bovine IAP, CDP-star luminescence, 30 min;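 active = over 50% inhibition of intestinal alkaline phosphatase at 20 µM in the single-dose screen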
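test system = bovine IAP enzyme | medium = DEA buffer 100 mM, pH 9.8, with MgCl2 1.0 mM, ZnCl2 0.02 mM | detection = luminescence | dosing = single compound dose of 20 µM, 2% DMSO final | incubation = 30 min reaction at room temperature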
ROMK primary: modulates human ROMK potassium channel activity; P48048; Tet-inducible ROMK, thallium flux fluorescence; actives lie on both sides; B-score at 10 µM; hit rate 2% among 130,000; AID 1918;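 active = signal ratio slope over the read window, or its plate-corrected B-score, at least 3 SD from the plate mean, either direction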;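 note: B-score of the F/F0 ratio slope over 7 to 12 s after thallium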
SRC2 TRFRET art: flags TR-FRET format artefacts in PPARgamma SRC-2 recruitment agonist screen. hit rate 0.4% among 200,000. TR-FRET artefact counter-screen; hits give high values. TR-FRET ratio at 8 µM; in the data active = TR-FRET ratio above about 2000; note: inactives centre near 1500
DTT redox prof: compounds producing H2O2 with reducing agent – biochemical, NIH compound library profiling, artefact control for MLSCN library redox annotation, primary screen. DTT-dependent redox cycling H2O2, phenol red/HRP absorbance; 100% = 100 µM peroxide control, 0% = buffer. hit rate 0.03% among 200,000. activation, % at 10 µM. AID 878;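 active = activation of at least 50% relative to the plate's high and low controls in the primary single-dose screen; inactive = activation below 50%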;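 note: compound incubated with DTT at 0.8 mM final as the reducing agent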
PPARg SRC3 recr: promotes SRC-3 coactivator recruitment by human PPARgamma; biochemical PPARgamma/SRC-3 coactivator recruitment assay; activation, % at 8 µM; hit rate 0.26% among 200,000; in the data active = activation above about 23%;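 note: 0% = DMSO and 100% = reference agonist; some compounds past the cut are filed as inactive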
RAM network inh: yeast RAM network inhibition. S. cerevisiae dse1pr::URA3 reporter, 5-FOA growth OD615, 2 d; analog-sensitive cbk1-as2 kinase mutant strain. inhibition, % at 50 µM. hit rate 1.8% among 190,000. AID 868;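 active = inhibition above a set limit, 3 SD over mean compound inhibition, cut at about 8.4% in these data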;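 note: 0% = DMSO-only wells with no growth and 100% = 10 µM 1-NA-PP1 full growth; inhibition rescues growth on 5-FOA so higher OD means more RAM inhibition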
The depositor's hits bear a star; . = no result given.

structure	SRC2 TRFRET art	PPARg SRC3 recr	DTT redox prof	PPARg SRC2 recr	Lmaj promast	Efa HMGR inh	S1P3 antagonist	bIAP inh	RAM network inh	PPARg SRC-1 ag	ROMK primary
O=C1N/C(=N\N=C\c2cccnc2)SC1Cc1ccc(SC(F)F)cc1 (stereo not drawn)	1728	8	-1.3	-1	74*	2	.	-15	4.2	3	0.0015
CC1(C)CC(=O)C2=C(C1)N(c1ccccc1C#N)C(N)=C(C#N)C2c1cccs1 (stereo not drawn)	1384	3	0.0	1	11	-1	.	0	-0.8	7	-1.7
Cn1c(=O)c2cc(S(=O)(=O)N3CCOCC3)ccc2n(C)c1=O	1425	-1	-0.1	4	-4	0	6	-2	2.5	1	.
CCOC(=O)N1CCC(N2CCN(c3cc(C)ccc3C)CC2)CC1	1401	-8	0.2	4	95*	-2	.	-12	1.2	-3	-0.91
COc1ccc(NS(=O)(=O)CC(C)C)c(OC)c1	1488	8	-0.2	1	-8	1	-10	29	2.2	15	0.34
COC(=O)c1ccc(OCC(=O)NC(C)(C)C)cc1	1507	8	0.1	15	-5	-3	.	-1	-0.3	3	-0.63
Cc1cc(Cl)ccc1NC(=S)N1CCN(Cc2ccccc2)CC1	1684	5	0.0	-1	-3	-8	6	31	1.1	13	.
Cc1ccc(OCCn2cnc3cc([N+](=O)[O-])ccc3c2=O)cc1	1876	1	-1.8	9	23	2	-22	-17	3.1	7	-2.2
COc1ccc(-c2nsc3c(SCc4ccccc4)ncnc23)cc1	1782	-1	2.4	5	-5	-4	-4	11	5.7	9	.
O=C(O)CN1CCN(c2ncc(C(F)(F)F)cc2Cl)CC1	1401	-1	-0.4	1	10	1	-12	7	-0.4	-5	.
O=C(COc1ccc(-c2nnco2)cc1)N1CCN(S(=O)(=O)c2ccccc2)CC1	1566	1	-0.5	1	-3	-3	.	3	1.0	-1	.
COc1ccc(OC)c(C2/C(=C(\O)c3ccc(OC)c(Cl)c3)C(=O)C(=O)N2CCN(C)C)c1 (stereo not drawn)	1438	-7	0.6	2	-5	-6	.	2	0.1	3	-0.54
COc1cc(CNCCO)cc(Br)c1OCc1cccs1	1530	1	1.7	3	88*	1	.	13	-0.9	4	.
COc1ccc(Cl)cc1N(CC(=O)N/N=C/c1ccc(OC(C)C)cc1)S(=O)(=O)c1ccc(C)c([N+](=O)[O-])c1	1375	-6	0.8	-12	98*	-3	-6	22	2.2	-3	-0.37
O=C(N/N=C/c1nn(-c2ccccc2)cc1-c1ccccc1)c1ccncc1	1634	0	0.0	9	37	1	7	7	-0.4	6	-0.91
CCCCOCCCNC(=O)Cc1cccs1	1595	3	1.2	1	-6	-5	-8	-1	0.9	1	.
Cc1[nH]c2ccccc2c1/C=N/NC(=O)c1cccc(S(=O)(=O)Nc2ccccc2Cl)c1	1692	1	0.4	-1	-1	4	-4	12	0.4	-2	.
O=S(=O)(NCC(Nc1ccc(Cl)cc1)c1ccccc1)c1ccccc1 (stereo not drawn)	1588	2	0.0	0	13	2	-8	8	5.8	0	0.23
COc1ccc(-c2nnc(SCC(=O)N(C)C3CCS(=O)(=O)C3)n2N)cc1OC (stereo not drawn)	1358	2	-1.2	-4	-2	-3	-15	1	-1.3	-6	1.1
Cc1cccc(C(=O)O/N=C/c2c(Cl)n(C)c3ccccc23)c1	1701	3	2.4	9	-9	0	.	16	2.0	1	.

Filtered by structure, those above with a carbonyl joined to an NH by a bond outside any ring
structure	SRC2 TRFRET art	PPARg SRC3 recr	DTT redox prof	PPARg SRC2 recr	Lmaj promast	Efa HMGR inh	S1P3 antagonist	bIAP inh	RAM network inh	PPARg SRC-1 ag	ROMK primary
COC(=O)c1ccc(OCC(=O)NC(C)(C)C)cc1	1507	8	0.1	15	-5	-3	.	-1	-0.3	3	-0.63
COc1ccc(Cl)cc1N(CC(=O)N/N=C/c1ccc(OC(C)C)cc1)S(=O)(=O)c1ccc(C)c([N+](=O)[O-])c1	1375	-6	0.8	-12	98*	-3	-6	22	2.2	-3	-0.37
O=C(N/N=C/c1nn(-c2ccccc2)cc1-c1ccccc1)c1ccncc1	1634	0	0.0	9	37	1	7	7	-0.4	6	-0.91
CCCCOCCCNC(=O)Cc1cccs1	1595	3	1.2	1	-6	-5	-8	-1	0.9	1	.
Cc1[nH]c2ccccc2c1/C=N/NC(=O)c1cccc(S(=O)(=O)Nc2ccccc2Cl)c1	1692	1	0.4	-1	-1	4	-4	12	0.4	-2	.

New compounds follow.
structure	SRC2 TRFRET art	PPARg SRC3 recr	DTT redox prof	PPARg SRC2 recr	Lmaj promast	Efa HMGR inh	S1P3 antagonist	bIAP inh	RAM network inh	PPARg SRC-1 ag	ROMK primary
CCNS(=O)(=O)c1ccc(Br)c(OC)c1	1455	3	0.0	7	0	-2	.	7	0.7	5	-0.33
O=C(N/N=C\c1cccnc1)c1cc(-c2ccc(Cl)s2)[nH]n1	1696	6	-0.5	7	-5	-3	6	-43	3.5	13	-0.19
COc1cc(/C=C2\SC(=Nc3ccc(F)cc3)N(c3ccc(F)cc3)C2=O)ccc1OCC(=O)O	1657	3	-1.2	-3	1	1	-23	6	1.5	12	1.2
CC(=O)NCCc1ccc(S(=O)(=O)N2CCOCC2)cc1	1584	3	0.9	1	-9	-3	-10	8	0.7	3	-0.04
COc1ccc(S(=O)(=O)N2CCSC2c2ccc(OC)c(OC)c2)cc1 (stereo not drawn)	1451	-1	0.5	6	0	-2	2	-2	-0.6	2	-0.33
CC1CCCN(CCCNC(=O)c2cc3c(Cl)nc4ccccc4c3s2)C1 (stereo not drawn)	1683	1	0.2	7	100*	-8	3	12	-0.6	10	-0.16
CCOC(=O)CNC(=O)CSc1cc(C)nc2ccc(OC)cc12	1483	6	0.2	6	5	-1	-1	3	-0.8	3	.
OC(COc1ccccc1)CN1CCN(Cc2ccc3c(c2)OCO3)CC1 (stereo not drawn)	1750	0	0.4	6	85*	1	10	-3	1.5	3	-0.56
CCCc1cc(C(=O)Nc2cccnc2)no1	1549	4	-0.4	11	-7	2	-19	8	2.4	1	.
Cc1c(N=C2N=C(NC(=O)c3cccs3)c3ccccc32)c(=O)n(-c2ccccc2)n1C	1549	-2	-0.1	-5	-12	-4	5	23	2.8	0	-2.2
CN1CCS/C1=C/C=C1/SC(=S)N(Cc2ccccc2)C1=O	1653	11	-0.5	9	13	1	-6	-14	9.6*	0	-0.056
Cc1cc(Cl)ccc1NC(=O)Nc1c(C)n(-c2ccccc2)c(=O)n1C	1422	12	0.3	9	-3	-7	.	2	0.4	1	1.2
CC1(C)CNC(=O)c2sc(N3CCCCC3)nc2C1	1507	-1	3.1	3	0	2	-42	15	0.9	-3	0.49
Cc1ccc(C(=O)N2CCN(c3ccc(NC(=S)NC(=O)c4cccs4)cc3)CC2)cc1	1665	-1	-0.5	5	35	3	-6	11	0.4	10	.
NC(=O)c1nsc(C(=O)N(CC(=O)NCc2ccc(F)cc2)Cc2ccco2)c1N	1412	-5	-1.2	-5	-3	-3	.	13	2.7	-6	0.11
O=C(NCc1ccco1)C(c1ccccc1)N(C(=O)Cc1cccs1)c1cccnc1 (stereo not drawn)	1456	1	-0.2	-14	-1	-2	-11	-19	1.6	-3	0.41
O=c1c2cccnc2[nH]c(=S)n1CCCN1CCN(c2ccccc2F)CC1	1746	13	-0.6	8	8	1	4	6	1.1	4	.
Cc1c(Cl)c(=O)oc2cc(OCC(=O)NCc3cccs3)ccc12	1663	1	-0.3	5	62*	-5	-1	18	0.9	4	.
COC(=O)c1ccc(NC(=O)CSC2=NC(=O)C(c3ccccc3)C(=O)N2)cc1 (stereo not drawn)	1422	-4	2.3	-3	53*	-2	0	3	1.3	-10	-0.047
O=C(COc1ccc([N+](=O)[O-])cc1)Nc1cc(C(=O)O)cc(C(=O)O)c1	1418	-2	0.2	-8	-4	-5	0	-8	1.7	-1	0.33
FC(F)(F)COc1ccc(-n2ccnc2)nn1	1618	3	-1.8	6	-2	-8	6	1	0.7	13	0.74
CCc1ccc(CCC(=O)Nc2nnc(C)s2)o1	1508	7	1.6	-2	-14	-3	24	6	0.6	3	.
COc1cccc(/C=N/n2c(=S)n(C)c3cc(C)c(C)cc32)c1OC	1307	-5	2.0	-9	-2	3	.	1	5.2	5	.
Cc1ccc(OCC(=O)c2cc(C)n(-c3ccccc3)c2C)c([N+](=O)[O-])n1	1417	5	-0.3	4	11	0	4	-7	3.1	-1	-0.58
N#CC(C(N)=O)=C1CCC2(CC1)OCCCCO2	1343	6	1.2	1	-2	4	-18	16	1.6	8	-0.88
O=C(O)CCCN=C1CCCc2ccccc2N1	1426	5	-0.9	2	-3	-1	.	17	0.8	-2	.
CCC(=O)Nc1ccc(NC(=O)Cc2ccccc2)cn1	1459	12	1.7	-2	-7	-8	-4	7	0.7	4	.
CCCCCOc1ccc(C(=O)NC(CCC)C(=O)O)cc1 (stereo not drawn)	1729	2	0.2	7	3	-1	-23	9	1.1	-2	.
